High-throughput results deposited in PubChem by National Center for Advancing Translational Sciences (NCATS).
Pol eta inh: inhibitors of human DNA polymerase eta; Q9Y253; 390,000 compounds, 1.2% hits; Potency, µM (doses to about 114 µM), for inactives: at the top dose activity change, negative = inhibition, usual class: inhibitors; recombinant Pol eta, fluorescent DNA replication assay; also: potency is read from the fitted curve at half-maximal effect; % is scaled to controls: 0 for no effect and ±100 for the full control effect
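Pol eta (10 nM) was preincubated with compounds for 15 min at room temperature, after which fluorescent replication substrate (50 nM final) was added to start the reaction. Fluorescence was read kinetically at 0 and 10 min.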
Tb PGK inh: T. brucei PGK inhibition; P07378; PGK/GAPDH coupled, Kinase-Glo luminescence, 60 min; Potency, µM (highest dose often 57.5 µM), without a hit: top-dose activity change, negative = inhibition, actives largely listed as inhibitors; 380,000 compounds, 0.043% hits; AID 602233; also: potency is read from the fitted curve at half-maximal effect; % is scaled to controls: 0 for no effect and ±100 for the full control effect; nearly all actives have a fitted effect of over 60% in size
Target sequence (P07378 whole entry, looked up): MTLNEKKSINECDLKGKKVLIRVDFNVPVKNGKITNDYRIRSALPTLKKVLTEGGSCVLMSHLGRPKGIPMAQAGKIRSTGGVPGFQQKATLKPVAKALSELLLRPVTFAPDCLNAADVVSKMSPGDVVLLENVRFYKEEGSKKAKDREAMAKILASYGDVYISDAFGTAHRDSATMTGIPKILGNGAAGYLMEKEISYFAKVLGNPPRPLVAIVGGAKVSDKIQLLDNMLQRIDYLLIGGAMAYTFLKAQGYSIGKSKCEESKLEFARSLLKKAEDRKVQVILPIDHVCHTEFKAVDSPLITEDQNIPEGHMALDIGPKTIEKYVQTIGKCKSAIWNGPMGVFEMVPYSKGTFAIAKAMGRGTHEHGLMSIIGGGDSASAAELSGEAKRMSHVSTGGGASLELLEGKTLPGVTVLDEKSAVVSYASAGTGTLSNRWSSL
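Luminescent ATP detection (Kinase-Glo Plus) follows a 60-minute room-temperature incubation, with wells lacking PGK as controls. Buffer: 100 mM TEA (pH 7.6), 5 mM MgCl2, 0.01% Tween-20. Coupling enzyme GAPDH (100 nM final) supplies unstable 1,3-BPG in-well.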
BAZ2B inh: blocks human BAZ2B; AlphaScreen BAZ2B-H3K14Ac peptide displacement; Q9UIF8; Potency, µM (doses to about 114 µM), inactives show at the top dose activity change, negative = inhibition, usual class: inhibitors; 360,000 compounds, 4.4% hits; also: potency is read from the fitted curve at half-maximal effect; % is scaled to controls: 0 for no effect and ±100 for the full control effect; nearly all actives have a fitted effect of over 60% in size
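AlphaScreen displacement of biotin-H3(5-23)K14Ac peptide (50 nM final) from BAZ2B (50 nM final) in PBS pH 7.4, 0.01% Tween-20; complex preformed 30 min RT, then compounds (top 110 uM) 30 min RT, beads 20 min dark.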
JMJD2A Tudor inh: blocks the human JMJD2A Tudor domain. AlphaScreen JMJD2A-Tudor / H3K4me3 peptide binding. O75164. 390,000 compounds, 4.4% hits. AID 504339. Potency, µM (series often up to 114 µM), inactives show top-dose activity change, negative = inhibition, hits mostly inhibitors; also: potency is read from the fitted curve at half-maximal effect; % is scaled to controls: 0 for no effect and ±100 for the full control effect; nearly all actives have a fitted effect of over 50% in size
Pin1 inhibitor: human Pin1 inhibition; Potency, µM (series often up to 115 µM), for inactives: at the top dose activity, negative = inhibition, usual class: inhibitors; 390,000 compounds, 0.009% hits; AID 504891; Pin1 FP peptide displacement, HiFluor488, 10 min; active = well fitted inhibition curve with a large enough effect in the polarisation, with a control signal flat, not every such curve was filed as active; inconclusive = small, poorly fitted or top-dose-only effect, or effect the other way, or a change in a side signal; inactive = no such curve, though single readings can be large or run the other way; the % refers to the polarisation; also: potency is read from the fitted curve at half-maximal effect; % is scaled to controls: 0 for no effect and ±100 for the full control effect
GLS inh: blocks human kidney-isoform glutaminase activity. AID 624170. GLS enzymatic activity, qHTS titration. Potency, µM (series often up to 45.5 µM), without a hit: at the top dose activity change, negative = inhibition, usual class: inhibitors. 410,000 compounds, 0.21% hits. O94925; also: potency is read from the fitted curve at half-maximal effect; % is scaled to controls: 0 for no effect and ±100 for the full control effect
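Read-out is an Amplex red fluorescence increase coupled through glutamate oxidase and HRP, measured before and after 30 min room-temperature incubation. hKGA is in 45 mM KH2PO4 (pH 8.2) with 0.02% Tween-20; glutamine added as 1mM solution.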
G9a inh: G9a (human) methyltransferase inhibition; Q96KQ7; G9a H3K9 monomethylation, AlphaScreen, 2 h; Potency, µM (highest dose often 102 µM), inactives show top-dose activity, negative = inhibition, most hits filed as inhibitors; 350,000 compounds, 8.8% hits; AID 504332; also: potency is read from the fitted curve at half-maximal effect; % is scaled to controls: 0 for no effect and ±100 for the full control effect; nearly all actives have a fitted effect of over 75% in size
Target sequence (Q96KQ7 913-1193 limits assumed): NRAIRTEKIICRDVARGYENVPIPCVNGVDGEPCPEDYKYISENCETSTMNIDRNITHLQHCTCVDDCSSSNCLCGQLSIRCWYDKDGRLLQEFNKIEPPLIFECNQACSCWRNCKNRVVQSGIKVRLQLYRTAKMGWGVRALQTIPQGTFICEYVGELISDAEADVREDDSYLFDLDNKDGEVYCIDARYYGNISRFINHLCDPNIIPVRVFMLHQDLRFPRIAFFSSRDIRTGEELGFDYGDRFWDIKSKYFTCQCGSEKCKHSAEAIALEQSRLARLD
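G9a (20 nM) was preincubated 15 min with compound, then reacted 2 h at room temperature with 500 nM biotin-H3K9 peptide and 20 µM SAM. Monomethyl-H3K9 detected by AlphaScreen using anti-H3K9me1 antibody.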
HP1b binding inh: inhibitors of HP1-beta chromodomain binding to methylated histone tails; AID 540317; AlphaScreen HP1-beta / biotin-H3K9me3 peptide binding; 390,000 compounds, 0.56% hits; Potency, µM (highest dose often 114 µM), inactives show at the top dose activity change, negative = inhibition, actives largely listed as inhibitors; P83916; also: potency is read from the fitted curve at half-maximal effect; nearly all actives have a fitted effect of over 70% in size; inactives centre near 23
Target sequence (P83916 whole entry, looked up): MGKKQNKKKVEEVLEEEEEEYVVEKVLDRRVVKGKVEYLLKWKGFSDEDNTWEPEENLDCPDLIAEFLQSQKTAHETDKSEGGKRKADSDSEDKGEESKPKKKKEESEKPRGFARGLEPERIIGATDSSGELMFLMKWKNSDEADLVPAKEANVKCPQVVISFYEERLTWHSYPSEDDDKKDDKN
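AlphaScreen: HP1-beta (50 nM) preformed 30 min with biotin-H3(1-18)K9me3 peptide (50 nM) in PBS pH 7.4, 0.01% Tween-20. Compound added for 30 min at RT, then streptavidin donor/nickel chelate acceptor beads (10 ug/mL) for 30 min.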
PI4K2A block: inhibitors of human PI4K2A; Q9BTU6; purified PI4K2A, ADP-Glo luminescence, 1 h; active compounds read low; activity change, negative = inhibition, % at 76.9 µM; 420,000 compounds, 0.13% hits; in the data active = activity change below about -50%; inconclusive = mostly about -30% to -49%;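 also: -100% = wells without enzyme as full effect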
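In this quantitative HTS, ADP production by PI4K2A was quantified luminescently after 1 h at ambient temperature; 100 microM adenosine served as plate-quality control.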
An asterisk follows results filed as active; i = inactive; ? = inconclusive; . = no result given; & = joins results of further samples; [ ] = dose if it differs, or a comment. Unless noted, calls follow the shape of the dose curve; as a rule, active = well fitted curve in the direction sought with a large enough effect; inconclusive = small, poorly fitted or top-dose-only effect, or another doubt; inactive = no such curve, though single readings can be large; an effect the other way counts as inactive or inconclusive.

Molecule	Pol eta inh	Tb PGK inh	BAZ2B inh	JMJD2A Tudor inh	Pin1 inhibitor	GLS inh	G9a inh	HP1b binding inh	PI4K2A block
COc1ccccc1CNC(=O)c1ccccc1NS(C)(=O)=O	-1%	3%	7%	-14%	2%	1%	-12%[12.7 µM]	34%	0
O=C(O)CCCCn1c(SCC(=O)Nc2ccccc2C(F)(F)F)nc2ccsc2c1=O	-6%&-8%	-4%	-5%&-2%	-6%&-8%	0%&0%	-6%&0%	2%[59 µM]	-7%&8%	5&-2
C=CCn1c(O)c(N=NC(=O)CNC(=O)c2ccco2)c2ccccc21	-3%	-4%	-3%	-24%	8%	-1%	-11%	21%	-2
O=C1NCCNC1(c1c[nH]c2ccccc12)C(F)(F)F (centres undefined)	-13%	10%	-1%	3%	0%	-2%	7%	20%	0
O=C(Nc1nccs1)C(c1ccccc1)N1CCCC1 (centres undefined)	-13%	3%	?	?	-1%	9%	0%	19%	-2
O=C(NC1CCCCCCC1)C1CCC(CNc2c(N3CCCC3)c(=O)c2=O)CC1 (centres undefined)	-16%	-5%	0%	0%	-2%	27%	1%	36%[activator]	-1
Cc1c(NC(=O)C(C)OC(=O)c2cccnc2Cl)c(=O)n(-c2ccccc2)n1C (centres undefined)	-9%	-1%	-4%	10%	-11%	0%	20%[59 µM]	36%	-20
O=C(NCCCN1CCCCC1)C1CCC(=O)N1CCc1ccccc1 (centres undefined)	0%	-7%	-8%	-2%	9%	3%	7%[0.501 µM]	25%	-9
C(=Nc1ccc(N2CCOCC2)cc1)c1c[nH]c2ccccc12	-10%	8%	?	-16%	1%	11µM*	?	7%	-25
CSc1ncccc1C(=O)Nc1ccc2nc(C)sc2c1	-20%	-1%	-5%	-18%	7%	2%	10%[12.7 µM]	18%	4
COc1cccc(OCc2cc(C(=O)N3CCN(C4CCCC4)CC3)no2)c1	-8%	-6%	-18%	-17%	-5%	0%	.	4%	1
CN(C)S(=O)(=O)c1cccc(NC(=O)CSc2nnnn2-c2ccccc2)c1	-21%	-6%	18%	4%	-2%	-4%	15%	38%	-1
CCOc1ccc(C(=O)N(CN2CCCC2=O)c2ccccc2)cc1	-3%	-2%	17%	-10%	-4%	-6%	12%[59 µM]	27%	1
O=C(/C(=C/c1ccccc1Cl)c1ccccc1)N1CCOCC1	-11%	22%	4%	-4%	-1%	12%	?	20%	0
O=c1ccc(Cl)n[nH]1	-14%	-6%	-3%	1%	-2%	-2%	21%[12.7 µM]	30%	4
CCCCNC(=O)COc1ccccc1[N+](=O)[O-]	-4%	-3%	1%	-11%	2%	6%	12%[59 µM]	30%	-8
COc1cc(C=NNC(=O)c2ccccc2NS(=O)(=O)c2cccs2)cc(OC)c1O	?	-1%	.	?	-12%	-1%	.	9%	-3
O=[N+]([O-])c1ccc(Cn2cc(-c3cccc(C(F)(F)F)c3)nn2)cc1	-9%	2%	-33%	?	?	2%	.	12%	2
C=C(C)Cn1c(N)cc(=O)nc1SCC(=O)Nc1cccc(C(F)(F)F)c1	-10%	i	-3%	-9%	2%	6%	.	24%	-4
COc1cc(C2C(C#N)=C(N)N(Nc3ccccc3)C3=C2C(=O)CC(C)(C)C3)ccc1OCc1ccccc1 (centres undefined)	-11%	i	-32%	?	23%	13%	.	-7%	2

Pulled one by one from the entries so far, 2 records:
Molecule	Pol eta inh	Tb PGK inh	BAZ2B inh	JMJD2A Tudor inh	Pin1 inhibitor	GLS inh	G9a inh	HP1b binding inh	PI4K2A block
O=C(O)CCCCn1c(SCC(=O)Nc2ccccc2C(F)(F)F)nc2ccsc2c1=O	-6%&-8%	-4%	-5%&-2%	-6%&-8%	0%&0%	-6%&0%	2%[59 µM]	-7%&8%	5&-2
O=C(/C(=C/c1ccccc1Cl)c1ccccc1)N1CCOCC1	-11%	22%	4%	-4%	-1%	12%	?	20%	0

Continued.
Molecule	Pol eta inh	Tb PGK inh	BAZ2B inh	JMJD2A Tudor inh	Pin1 inhibitor	GLS inh	G9a inh	HP1b binding inh	PI4K2A block
CCN(CC)CCCNC(=O)c1cn(C)c(=O)c2c1c1ccccc1n2C	-18%	-5%	0%	-1%	-8%	-12%	4%[2.33 µM]	33%	0
Cc1nc(-c2ccccc2)sc1-c1ccc(SCC(=O)NCc2ccc(F)cc2)nn1	?	-7%	-7%	-15%	-7%	1%	-5%[59 µM]	12%	1
Cc1cc(N2CCN(c3ccccc3)CC2)n2ncnc2n1	-12%	-3%	3%	-14%	-7%	3%	-3%	11%	2
CNC(=S)NNC(=O)CSCc1c(Cl)cccc1Cl	-8%	i	-12%	-17%	-2%	7%	.	17%	0
CC(C)(C)OC(=O)N[C@H](Cc1ccccc1)C(=O)N1CCC[C@@H]1C(=O)O	-12%	i	-11%	-11%	1%	0%	-4%[0.501 µM]	19%	-1
Cc1ccc(S(=O)(=O)N2CCC(=O)CC2)cc1	-23%	-4%	1%	-1%	-5%	-1%	51%[activator]	52%[activator]	-23
COc1ccccc1NC(=O)N1CCC(NC(=O)C(Cc2ccccc2F)NC(C)=O)CC1 (centres undefined)	-16%	-7%	-1%	-2%	-11%	-19%	-7%	33%	-1
Cc1cccc(OCCCn2c(CCNC(=O)C3CCCCC3)nc3ccccc32)c1	1%	-7%	-5%	-22%	?	-6%	-1%[59 µM]	29%	-8
COc1cccc(-c2csc(N3CCN(C(=S)Nc4ccc(Cl)cc4)CC3)n2)c1	-13%	0%	26%	-24%	?	-4%	?	-6%	-2
CCOC(=O)c1c(C)nc2c(c1-c1ccc(Cl)cc1)C(=O)CC(C)(C)C2	-8%	i	10%	-11%	-3%	-1%	-3%	17%	0
COc1cc(OC)c(OC)cc1/C=N/NC(=O)CCc1c(C)n[nH]c1C	-13%	-10%	-3%	0%	-9%	-7%	3%	22%	3
CCCCCN(C(=O)CCC(=O)OCc1cccc(Br)c1)c1c(N)n(CCCC)c(=O)[nH]c1=O	-17%	-5%	5%	-9%	6%	-5%	9%[0.501 µM]	17%	4
Nc1cc(C(=O)c2ccccc2)ccc1N1CCOCC1	8%	-7%	9%	-28%	7%	19%	3%[59 µM]	28%	1
CCCCOc1ccc(-c2c(C(=O)Nc3ccccc3)c(C)[nH]c(=S)c2C#N)cc1	-8%	-6%	?	-32%	-2%	-5%	?	32%	-5
CS(=O)(=O)CCC(C(=O)OCc1ccc(Cl)cc1)N1C(=O)c2ccccc2C1=O (centres undefined)	-6%	-11%	-4%	-17%	1%	1%	-12%[59 µM]	20%	2
CCC(=O)N1CCc2cc(S(=O)(=O)NCCC(=O)Nc3ccc(C)cc3C)ccc21	-12%	4%	.	-6%	1%	2%	-1%[59 µM]	35%	4
CC1(C)CC(=O)C2=C(C1)OC(N)=C(C#N)C21CCC2(CC1)OCCO2	-3%	4%	-7%	-5%	?	5%	?	42%[activator]	-3
CC(C)c1ccc(OCc2ccc(C(=O)N3CCCC3)o2)cc1	-12%	-12%	-25%	-6%	0%	7%	5%	-10%	-16
CC(=O)OC1CSc2nc3ccccc3n2C1 (centres undefined)	1%	-5%	7%	?	-4%	2%	-13%[59 µM]	11%	2
Nc1nc(N)nc(-c2ccc(Oc3ccccc3)cc2)n1	-2%	.	-5%	-17%	-1%	3%	0%[12.7 µM]	4%	-12
CCOC(=O)NC(=S)Nc1ccc(C(C)(C)C)cc1Br	-27%	-7%	1%	4%	1%	-17%	84%[activator]	45%[activator]	1
CN1CCc2c(sc(N)c2C(N)=O)C1	-3%	-4%	4%	?	?	4%	?	5%	-12
Cc1ccc(N2C(=O)C(O)(C(F)(F)F)C3=C2CC(C)(C)CC3=O)cc1C (centres undefined)	-2%	-1%	-7%	-3%	2%	1%	.	0%	5
CCN(CC)S(=O)(=O)c1csc(C(=O)Nc2ccccn2)c1	-1%	-9%	3%	-11%	-6%	-18%	-4%[12.7 µM]	14%	2

Ordered by count of non-hydrogen atoms (highest first): 4 of the compounds above
Molecule	Pol eta inh	Tb PGK inh	BAZ2B inh	JMJD2A Tudor inh	Pin1 inhibitor	GLS inh	G9a inh	HP1b binding inh	PI4K2A block
CC(C)c1ccc(OCc2ccc(C(=O)N3CCCC3)o2)cc1	-12%	-12%	-25%	-6%	0%	7%	5%	-10%	-16
CCN(CC)S(=O)(=O)c1csc(C(=O)Nc2ccccn2)c1	-1%	-9%	3%	-11%	-6%	-18%	-4%[12.7 µM]	14%	2
Nc1nc(N)nc(-c2ccc(Oc3ccccc3)cc2)n1	-2%	.	-5%	-17%	-1%	3%	0%[12.7 µM]	4%	-12
CN1CCc2c(sc(N)c2C(N)=O)C1	-3%	-4%	4%	?	?	4%	?	5%	-12

Some of the compounds tested. The share of hits here may be higher or lower than overall.
